Compound activity as filed in PubChem BioAssay.
Pol beta inh – inhibitors of human DNA polymerase beta | P06746 | Potency, µM (highest dose often 114 µM), inactives show at the highest dose activity change, negative = inhibition, actives largely listed as inhibitors | Pol beta primer extension/strand displacement, fluorescence kinetic | actives 1.3% (n = 340,000) | AID 485314; also: potency is read from the fitted curve at half-maximal effect; % is scaled to controls: 0 for no effect and ±100 for the full control effect
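10 nM enzyme + cpd, 15 min RT; start with substrate 50 nM final; read 0 min and after 10 min RT. Corrected, normalized data; 4-parameter Hill curve fit.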
POLI inh – inhibitors of human DNA polymerase iota; actives 1% (n = 390,000); Pol iota fluorescent replication assay, 10 min; Potency, µM (titrated, usually from 115 µM), without a hit: at the highest dose activity, negative = inhibition, actives largely listed as inhibitors; also: potency is read from the fitted curve at half-maximal effect
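Fluorescent replication assay read twice, at 0 min and 10 min after adding 50 nM (final) substrate. Enzyme (10 nM) and compounds were first incubated 15 min at room temperature; enzyme-free buffer wells were negative controls.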
Pol kappa inh – inhibitors of human DNA polymerase kappa. Q9UBT6. purified Pol kappa, fluorescent DNA synthesis assay, 10 min. Potency, µM (top dose mostly 107 µM), for inactives: at the highest dose activity, negative = inhibition, actives largely listed as inhibitors. actives 0.53% (n = 400,000); also: potency is read from the fitted curve at half-maximal effect; % is scaled to controls: 0 for no effect and ±100 for the full control effect
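50 nM final substrate added after 15 min RT preincubation of 10 nM Pol kappa with compound; fluorescence read at 0 and 10 min.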
TRHR ag – activates the human TRH receptor; activation, % at 2 µM; P34981; TRHR cells, calcium flux fluo-8, FDSS agonist mode; AID 493084; actives 0.18% (n = 360,000); in the data active = activation above about 30%; also: 0% is about no effect
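Read-out: compound-evoked intracellular calcium rise in TRHR cells, fluo-8 dye, kinetic FDSS fluorescence at 1 s/cycle following a 10-cycle baseline. Cells cultured overnight before dye loading (30 min–1.5 h, RT).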
ERG Ets-DNA blk – ERG Ets/DNA interaction inhibition | P11308 | fluorescence polarization, His-ERG Ets domain / labelled DNA | Potency, µM (series often up to 76.9 µM), inactives show at the top dose FP activity, negative = inhibition, hits mostly inhibitors | actives 0.028% (n = 370,000) | AID 624246; active = well fitted inhibition curve with a large enough effect in the polarisation, with a control signal flat; inconclusive = small, poorly fitted or top-dose-only effect, or effect the other way, or a change in a side signal; inactive = no such curve, though single readings can be large or run the other way; the % refers to the polarisation;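 also: polarization taken with two DNA probes labelled with fluorescein and Texas red; potency is read from the fitted curve at half-maximal effect; % of control where 0% means no effect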
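His-tagged ERG Ets domain (1 uM in the protein solution; 300mM KCl, 50mM Tris-HCl, 1mM EDTA, 1mM DTT, pH 7.5) received compound, then a probe mix of 5 nM fluorescein-DNA and 100nM Texas-615-DNA. Fluorescence polarization was read for both dyes.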
Apoferritin bind – candidate novel general anesthetic via apoferritin binding. Potency, µM (top dose mostly 77.5 µM), for the others: at the highest dose activity change, negative = displacement, hits mostly inhibitors. P02791. apoferritin/1-aminoanthracene competitive binding, fluorescence. actives 0.074% (n = 350,000); also: potency is read from the fitted curve at half-maximal effect; % is scaled to controls: 0 for no effect and ±100 for the full control effect; nearly all actives have a fitted effect of over 20% in size
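Read-out: endpoint 1-AMA fluorescence, excitation 380 nm and emission 535 nm, after compounds sit 10 min at room temperature with 10 uM horse-spleen apoferritin in 50% saturated 1-AMA/PBS. Values come from four-parameter Hill fits.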
ALOX12 inh – blocks human arachidonate 12S-lipoxygenase; purified 12hLO, xylenol orange hydroperoxide absorbance; AID 1671190; Potency, µM (titrated, usually from 108 µM), for the others: top-dose activity change, negative = inhibition, usual class: inhibitors; actives 1.1% (n = 580,000); P18054; also: potency is read from the fitted curve at half-maximal effect; % is scaled to controls: 0 for no effect and ±100 for the full control effect
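Purified human 12hLO at 150 nM in 25 mM Hepes, 0.01% Triton X-100, pH 7.0, preincubated 15 min at room temperature with compound. Reaction started with 40 uM arachidonic acid, 30 min at room temperature. Hydroperoxide measured by Fe-xylenol orange, 573/405 nm absorbance ratio.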
APE1 inh – inhibitors of human APE1 endonuclease. recombinant APE1, TAMRA/BHQ-2 abasic DNA cleavage fluorescence. Potency, µM (top dose mostly 65.8 µM), inactives show at the top dose activity change, negative = inhibition, most hits filed as inhibitors. actives 0.35% (n = 350,000). AID 2517;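 also: potency is read from the fitted curve at half-maximal effect; plate controls were vehicle for no effect and reference inhibitor for full effect; nearly all actives have a fitted effect of over 55% in size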
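Compound pre-exposure to 0.75 nM APE1, 15 min at ambient temperature. Reaction initiated with 50 nM TAMRA/BHQ-2 THF substrate, read immediately in kinetic mode, 525 nm excitation, 598 nm emission.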
BLM inh – blocks DNA unwinding by human BLM helicase | actives 0.2% (n = 350,000) | P54132 | Potency, µM (titrated, usually from 56.1 µM), for inactives: top-dose activity change, negative = inhibition, actives largely listed as inhibitors | recombinant BLM DNA unwinding, fluorescence dequenching;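 also: potency is read from the fitted curve at half-maximal effect; plate controls were vehicle for no effect and no enzyme for full effect; nearly all actives have a fitted effect of over 35% in size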
Target sequence (P54132 whole entry, looked up): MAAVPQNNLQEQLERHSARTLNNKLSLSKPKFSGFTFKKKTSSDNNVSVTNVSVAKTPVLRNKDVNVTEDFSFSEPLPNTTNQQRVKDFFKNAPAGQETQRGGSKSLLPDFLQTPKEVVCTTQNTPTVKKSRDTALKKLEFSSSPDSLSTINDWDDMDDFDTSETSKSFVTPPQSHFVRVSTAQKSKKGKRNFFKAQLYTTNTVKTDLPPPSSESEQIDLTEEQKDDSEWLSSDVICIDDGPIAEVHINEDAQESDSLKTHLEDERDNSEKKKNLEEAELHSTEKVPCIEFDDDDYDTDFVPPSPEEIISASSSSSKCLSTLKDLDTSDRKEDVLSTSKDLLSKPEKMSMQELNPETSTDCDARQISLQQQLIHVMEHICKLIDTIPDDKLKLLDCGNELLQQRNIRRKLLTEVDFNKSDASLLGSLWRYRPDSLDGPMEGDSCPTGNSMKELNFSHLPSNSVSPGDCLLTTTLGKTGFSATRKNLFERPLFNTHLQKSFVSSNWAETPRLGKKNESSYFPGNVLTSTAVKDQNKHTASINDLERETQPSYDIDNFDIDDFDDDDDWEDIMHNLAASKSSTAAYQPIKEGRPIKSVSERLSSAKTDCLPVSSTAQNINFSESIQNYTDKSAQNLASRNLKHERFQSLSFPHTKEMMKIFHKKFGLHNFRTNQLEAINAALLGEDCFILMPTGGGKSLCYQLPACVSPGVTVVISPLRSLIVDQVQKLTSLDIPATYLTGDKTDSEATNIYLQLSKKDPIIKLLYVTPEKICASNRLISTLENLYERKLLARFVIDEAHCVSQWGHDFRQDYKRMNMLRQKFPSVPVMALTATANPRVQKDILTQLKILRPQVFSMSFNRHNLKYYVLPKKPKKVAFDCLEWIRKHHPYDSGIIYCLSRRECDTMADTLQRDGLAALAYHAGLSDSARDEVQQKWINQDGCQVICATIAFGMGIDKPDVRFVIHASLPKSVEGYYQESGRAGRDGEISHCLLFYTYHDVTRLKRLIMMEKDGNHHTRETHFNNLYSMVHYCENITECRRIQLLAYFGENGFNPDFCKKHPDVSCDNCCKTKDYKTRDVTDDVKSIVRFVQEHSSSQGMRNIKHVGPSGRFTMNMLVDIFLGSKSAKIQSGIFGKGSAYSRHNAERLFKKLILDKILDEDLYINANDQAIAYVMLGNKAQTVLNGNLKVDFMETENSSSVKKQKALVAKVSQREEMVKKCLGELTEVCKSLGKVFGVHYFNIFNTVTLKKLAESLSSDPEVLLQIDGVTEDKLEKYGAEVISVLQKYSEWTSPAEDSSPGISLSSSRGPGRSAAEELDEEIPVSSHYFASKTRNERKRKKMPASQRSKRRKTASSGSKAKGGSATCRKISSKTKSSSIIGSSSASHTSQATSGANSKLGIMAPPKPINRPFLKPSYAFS
Numbers without * were called inactive; ? = inconclusive; . = no result given; & = joins results of further samples; [ ] = another dose, or the depositor's remark. Unless noted, calls follow the shape of the dose curve; as a rule, active = well fitted curve in the direction sought with a large enough effect; inconclusive = small, poorly fitted or top-dose-only effect, or another doubt; inactive = no such curve, though single readings can be large; an effect the other way counts as inactive or inconclusive. An excerpt (hit frequency here may not be typical).

SMILES	Pol beta inh	POLI inh	Pol kappa inh	TRHR ag	ERG Ets-DNA blk	Apoferritin bind	ALOX12 inh	APE1 inh	BLM inh
Cc1cccc(CSCCNC(=O)Nc2ccccc2)c1	1.0%	-9.5%	-3.8%	-0.6	7.7%	-16.1%	2.3%	-7.7%	-4.1%
COCCN(CCOC)S(=O)(=O)c1ccc(C(=O)Nc2nc(-c3ccccc3)c(C(=O)c3ccccc3)s2)cc1	16.5%	8.6%	3.8%	0.1	-6.8%	7.8%	-7.7%	-9.8%	-10.0%
Cc1ccccc1NC(=O)CCC(=O)OCC(=O)c1cccc([N+](=O)[O-])c1	5.2%	113.8%[activator]	-5.1%	0.3	-5.6%	-11.4%	0.1%	3.1%	1.2%
CN1CCc2c(sc(N)c2C(N)=O)C1	1.8%	-6.5%[58.9 µM]	-4.6%	4.9	-2.7%	31.7%[activator]	27.0%	12.3%	-11.2%
CCCCCn1cc2c(c1-c1ccc(Cl)cc1)c(=O)n(C)c(=O)n2C	-8.7%	-27.9%	-5.3%	-1.4	-2.7%	-9.5%	-5.6%	.	-2.8%
Cc1oc(-c2cccc(Cl)c2)nc1CN(C)C1CCOC1 (configuration not stated)	39.5%	35.3%[activator]	-15.1%	0.0	0.4%	?	-8.1%	10.7%	-5.6%
O=c1cc(-c2ccccc2)oc2c1ccc1ccccc12	.	.	-11.3%[19.4 µM]	.	.	.	0.0%	-1.9%	-0.5%
COC(=O)C(CC(C)C)NC(=O)C(Cc1ccccc1)NC(=O)C1CCCN1C(=O)OC(C)(C)C (configuration not stated)	20.6%	110.5%[activator]	-5.1%	-1.1	6.2%	-12.4%	10.7%	2.4%	-2.8%
Oc1ccc(Cl)cc1C1=Nc2ccccc2N=C(c2ccco2)C1	-28.9%	27.6%	-4.2%	0.7	.	-4.1%	25.8%	1.2%	0.1%
COc1ccc(C)cc1NC(=O)C(=O)NCCc1csc2nc(-c3ccccc3F)nn12	17.0%	50.9%[activator]	-2.4%[60.1 µM]	0.7	-0.4%	-10.2%	-15.1%	.	-5.1%
CCN1C(=O)[C@@H]2[C@@H](c3ccc(-c4ccc(Cl)c(Cl)c4)c(OC)c3)N3CCC[C@@]3(C(=O)OC)[C@@H]2C1=O	.	1.7%	-5.6%	1.9	12.8%	.	-27.2%	-29.3%	.
COC(=O)c1cn(CC(=O)NCc2cccs2)c2ccccc12	-1.4%	11.1%	-4.7%	2.6	0.2%	-12.6%	0.0%	17.7%	-2.1%
Cc1ccc(-c2c(C(=O)N/N=C/c3ccoc3)nnn2-c2nonc2N)cc1	-1.0%	-22.3%	-10.1%	10.4	-10.6%	-16.2%	2.3%	57.3%[activator]	-3.1%
C=CCN1CCc2cc(O)c(O)cc2[C@H](c2ccccc2)C1	.	.	-11.8%[19.4 µM]	.	.	.	?	7.8%	3.6%
Cc1ccc(-n2ncc3c(NCCCc4ccccc4)ncnc32)cc1	-0.2%	9.0%	-7.6%[60.1 µM]	0.7	-2.8%	6.9%	-24.4%	.	-4.3%
CSc1nc(-c2ccco2)nn1C(=O)c1ccc(Cl)cc1	12.2%	.	.	0.2	.	-2.3%	.	-4.4%	-6.3%
COc1cc(C2NC(=O)CS2)cc(OC)c1OC (configuration not stated)	-1.2%	7.2%	-7.1%	-0.5	-4.2%	-11.7%	12.8%	-2.7%	3.5%
Cc1cc(=O)n2[nH]c(-c3ccc(C(C)(C)C)cc3)cc2n1	0.6%&1.2%	8.3%	-13.6%	0.2&0.1	1.3%	-10.6%&-13.4%	19.9%	-3.6%&2.3%	-6.1%&-1.9%
CCN(CC(=O)Nc1ccc2c(c1)OCCO2)S(=O)(=O)c1ccc(C)cc1	15.4%	12.1%	-6.0%	-0.2	5.4%	-12.7%	-18.5%	-0.9%	1.4%
CCn1c(=O)c2cc(C(=O)Nc3cc(C)on3)sc2c2ccccc21	6.5%	4.2%	-20.6%	0.0	-4.9%	-7.3%	15.5%	8.0%	-0.4%
Cc1cc(C(F)(F)F)nc(SCC(=O)Nc2c(C)n(C)n(-c3ccccc3)c2=O)n1	-16.6%	-2.1%	-2.8%	0.7	5.4%	-9.1%	14.1%	16.1%	2.4%
Cc1ccc(S(=O)(=O)N(CC(=O)NCCSCc2ccco2)c2ccc(F)cc2)cc1	1.6%	.	.	-0.2	.	-14.9%	.	-0.8%	3.9%
Cc1cc(C)c(S(=O)(=O)N2CCN(CCO)CC2)c(C)c1	0.1%	18.4%	22.1%	0.4	7.6%	-2.2%	158.5%[activator]	4.1%	-0.9%
Cc1[nH]nc2c1/C(=N/O)CC(c1ccccc1)C2 (configuration not stated)	52.9%	22.8%	-4.5%	-1.2	-2.0%	-16.2%	?	-6.1%	-11.5%
Cc1nc(-c2ccccc2)sc1-c1nc(-c2cccs2)ncc1S(=O)(=O)c1ccccc1	49.6%	.	.	0.2	.	-7.0%	.	-4.0%	-0.6%
O=C(CCN1C(=O)c2ccccc2S1(=O)=O)NCc1ccc(F)cc1	.	15.5%	-2.1%	-0.1	2.8%	.	-1.6%	18.3%	.
c1ccc(Cn2nnc3c(NCC4CCCO4)nc(C4CC4)nc32)cc1 (configuration not stated)	21.3%	24.2%	-5.4%	2.2	-9.0%	-12.7%	0.0%	-4.8%	-5.8%
O=C(c1cc2nc(-c3ccccc3)cc(C(F)(F)F)n2n1)N1CCOCC1	7.7%	2.8%[58.9 µM]	-1.8%	-0.6	-3.4%	0.0%	-2.9%	-2.2%	-4.5%
Cc1ccc(SCCc2cc[n+](CC(=O)c3ccccc3)cc2)cc1	5.6%	60.6%[activator]	-31.0%	0.1	-1.9%	-15.9%	21.1%	-4.5%	-5.9%
O=C(Nc1ccc(Br)cc1)c1cccc(NC(=O)C2C3CC4OC(=O)C2C4C3)c1 (configuration not stated)	3.8%	20.7%	-3.8%	0.3	4.7%	-19.1%	-48.6%	0.1%	-7.2%
Cc1nnc(SCC(=O)N2c3ccccc3CC2C)[nH]c1=O (configuration not stated)	38.2%	9.9%	5.9%	0.5	-13.2%	-6.7%	-21.6%	5.4%	4.4%
COC(=O)c1ccc(NC(=O)CN(C2CCCCC2)S(C)(=O)=O)cc1	-1.0%	20.7%	3.2%	0.4	7.1%	-2.7%	22.6%	2.2%	-2.0%
COc1ccc(C(CC(=O)O)n2cnnn2)cc1 (configuration not stated)	-12.7%	11.9%	-15.1%	0.5	-8.2%	2.0%	-10.1%	17.7%	5.3%
C/C=C(\C)C(=O)OC1c2c(ccc3ccc(=O)oc23)OC(C)(C)C1OC(C)=O (configuration not stated)	-23.6%	20.8%	-4.9%[60.1 µM]	0.0	-3.1%	-22.9%&-21.5%	0.2%	0.9%&-1.5%	-2.8%&-11.7%
CC1(c2nnc(Cc3ccccc3)o2)CC(c2ccc(OC(F)(F)F)cc2)=NO1 (configuration not stated)	.	-27.6%	-13.6%	-0.3	10.0%	.	-8.7%	-15.4%	.
CCCn1c(=O)c(C(=O)c2ccccc2)nc2ccccc21	7.4%	4.0%	-18.8%	-0.6	-2.0%	-10.2%	0.7%	-3.8%	-3.7%
COc1ccc(N(CC(=O)Nc2ccccc2C(=O)N2CCCC2)S(C)(=O)=O)cc1	12.5%	29.8%	-0.2%	0.3	-7.4%	2.1%	-11.3%	49.9%[activator]	-3.1%
Cc1nnc(NC(=O)CSc2nnc(Cc3cccn3C)n2-c2cccc(C)c2C)s1	-24.3%	.	.	-0.6	.	3.4%	.	-0.3%	3.6%
Cc1ccc(-n2nc(N)c3c(=O)oc(N(C)C)nc32)cc1	39.2%	17.9%	2.8%	-0.1	-7.3%	-5.5%	-7.2%	1.4%	-2.6%
Cc1nc(SCCO)c2oc3ccccc3c2n1	-1.3%	32.6%	-10.0%	1.7	.	-5.0%	1.7%	-1.9%	3.6%
CN(Cc1ccccc1)C(=O)COC(=O)c1ccc(Cl)cc1N	6.0%	37.7%[activator]	-8.4%	-0.7	4.0%	0.9%	-6.3%	-1.8%	-1.8%
CC(NC(=O)c1ccco1)C(=O)O (configuration not stated)	.	-8.5%	-2.3%	0.1	-1.2%	.	-4.9%	0.7%	.
CCCCC(=O)Nc1ccc(Cl)cn1	13.8%	26.8%	0.3%[60.1 µM]	-0.2	.	-18.1%	-3.9%	-2.1%	-0.2%
COC(=O)c1ccc2c(c1)N(CC(=O)Nc1cccc(Cl)c1C)C(=O)c1ccccc1S2	?	25.9%	-9.6%[60.1 µM]	1.5	8.4%	0.8%	0.0%	.	-1.7%
COc1ccc(-c2cc(=O)[nH]c(=S)[nH]2)cc1	0.8%	17.1%	-10.8%	0.4	6.9%	-2.6%	?	-4.5%	-3.2%
COc1ccc(Nc2nc(C(=O)N3CCc4ccccc4C3)cs2)cc1	1.1%	19.3%	-3.8%	-0.5	2.0%	-11.9%	-2.2%	-0.5%	-6.9%
Cc1cccc(N2CCN(c3c4c(nc5nncn35)CCC4)CC2)c1C	7.9%	-2.6%	-3.3%	-1.4	-3.8%	-4.8%	-21.6%	.	3.1%
CCCCn1c(N)c(N(CCOC)C(=O)COc2c(C)cccc2C)c(=O)[nH]c1=O	.	23.6%	1.1%	-0.4	-0.9%	.	-16.0%	63.8%[activator]	.

Some of these compounds in order of molar mass, falling.
SMILES	Pol beta inh	POLI inh	Pol kappa inh	TRHR ag	ERG Ets-DNA blk	Apoferritin bind	ALOX12 inh	APE1 inh	BLM inh
CCCCn1c(N)c(N(CCOC)C(=O)COc2c(C)cccc2C)c(=O)[nH]c1=O	.	23.6%	1.1%	-0.4	-0.9%	.	-16.0%	63.8%[activator]	.
C/C=C(\C)C(=O)OC1c2c(ccc3ccc(=O)oc23)OC(C)(C)C1OC(C)=O (configuration not stated)	-23.6%	20.8%	-4.9%[60.1 µM]	0.0	-3.1%	-22.9%&-21.5%	0.2%	0.9%&-1.5%	-2.8%&-11.7%
CCCn1c(=O)c(C(=O)c2ccccc2)nc2ccccc21	7.4%	4.0%	-18.8%	-0.6	-2.0%	-10.2%	0.7%	-3.8%	-3.7%
